CDK5 p35 inh – inhibitors of human CDK5/p35 kinase; Recombinant CDK5/p35, ADP-Glo luminescence, 60 min; inhibition, % at 10 µM; 330,000 tested, 0.01% active; AID 488839;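 active = highest replicate inhibition of at least 50% and at least 75% of replicates reaching 50%; inconclusive = only one of the two criteria met; inactive = both criteria failed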;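 note: plate controls were DMSO neutral control for no effect and GW8510 at 10 µM for full effect; many of its hits are not listed in these tables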
Target sequence (Q00535 whole entry, looked up): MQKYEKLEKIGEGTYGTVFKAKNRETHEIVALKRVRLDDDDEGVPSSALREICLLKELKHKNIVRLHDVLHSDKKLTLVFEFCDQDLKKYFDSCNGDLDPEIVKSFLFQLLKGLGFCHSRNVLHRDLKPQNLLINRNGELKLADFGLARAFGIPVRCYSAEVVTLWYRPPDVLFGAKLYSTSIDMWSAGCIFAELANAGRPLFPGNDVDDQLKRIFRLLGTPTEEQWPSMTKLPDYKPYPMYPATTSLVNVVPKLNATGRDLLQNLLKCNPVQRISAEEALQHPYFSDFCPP
Target sequence (Q15078 whole entry, looked up): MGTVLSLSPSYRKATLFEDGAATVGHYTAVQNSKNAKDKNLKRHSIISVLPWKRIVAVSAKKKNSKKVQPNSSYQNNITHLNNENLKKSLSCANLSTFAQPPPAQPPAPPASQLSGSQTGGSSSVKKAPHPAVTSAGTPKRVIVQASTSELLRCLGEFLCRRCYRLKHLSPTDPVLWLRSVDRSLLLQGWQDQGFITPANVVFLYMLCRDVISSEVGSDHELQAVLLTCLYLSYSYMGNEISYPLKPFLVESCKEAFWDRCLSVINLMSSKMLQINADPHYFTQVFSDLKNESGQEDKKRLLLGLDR
MITF act – activators of MITF-driven TRPM1 promoter activity in SK-MEL-5 cells; SK-MEL-5 TRPM1-promoter luciferase, 24 h; % of positive control, neutral wells = 0; activation, % at 12.5 µM; 300,000 tested, 0.75% active; AID 588334;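 active = mean activation of at least 80% with every replicate also reaching 80%; inconclusive = mean reaches 80% but some replicate falls short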;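 note: 0% = neutral control wells and 100% = parthenolide positive control wells; values of inactives mirror those of a sister screen read the other way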
CAL PDZ FP-1 – blocks peptide binding to the human CAL PDZ domain | Q9HD26 | purified CAL PDZ, TMR-peptide fluorescence polarization, 1 h | inhibition, % at 24.9 µM | AID 602252 | 300,000 tested, 0.92% active;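 active = mean inhibition of at least 30% with at least half of replicates also reaching 30%; inconclusive = no clear call, values can overlap the other calls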;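 note: 0% = DMSO neutral control and 100% = excess unlabeled competitor peptide PRC23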
V-ATPase pH – yeast V-ATPase proton transport regulation by pHLuorin | response, % at 10 µM | 350,000 tested, 0.37% active | AID 504577 | S. cerevisiae, pHLuorin cytosolic pH fluorescence; in the data active = response mostly above about 7.3%, no sharp cut-off; inactive = mostly below about 5.4%; note: actives read high; inactives centre near 0; some compounds called inactive have numbers as strong as hits
CAL PDZ FP-2 – blocks peptide binding to human CAL PDZ domain; Q9HD26; AID 504414; inhibition, % at 20 µM; purified CAL PDZ, TMR-peptide fluorescence polarization, 1 h; 330,000 tested, 0.02% active;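 active = highest replicate inhibition of at least 40%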;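 note: plate controls were DMSO neutral control wells for no effect and unlabeled competitor peptide control wells for full effect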
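Read-out basis: mP drop reported as inhibition | Assay system: Tagged CAL PDZ protein CerCALP, purified | Benchmarks: Unlabelled peptide for full inhibition, DMSO wells as neutral | Schedule: 1 h incubation at room temperature before polarization reading | Buffer or medium: Sodium phosphate/NaCl buffer pH 7.4 with TCEP, IgG, Thesit | Doses: Single point, 20 µM | Measured by: Fluorescence polarization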
dFosB act – mouse delta FosB homodimer activation | P13346 | purified delta FosB, TAMRA-CDK5 oligo fluorescence polarization; percent of positive-control signal above neutral wells | activation, % at 25 µM | 340,000 tested, 0.99% active;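 active = mean activation above about 17%, with every replicate also reaching it, limit read from the data, passing the limit was not always enough; inconclusive = only one of the two conditions met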;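 note: fluorescence polarization rise as delta FosB binds a TAMRA Cdk5 AP-1 oligo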
Tat transport – blocks Tat-dependent protein export in E. coli; E. coli MC4100 TorA-mCherry Tat export, fluorescence; inhibition, % at 10 µM; 340,000 tested, 0.036% active; AID 488895;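 active = mean replicate inhibition at least 50% and at least half of replicates individually reaching 50%; inconclusive = only one of the two criteria met; inactive = neither criterion met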;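 note: exported cargo escapes ClpAP degradation while cytoplasmic cargo is degraded and loses fluorescence; 0% = median of neutral control wells and 100% = median of NaSCN control wells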
RTF Ca sens act – cardiac RTF calcium sensitization. P19429+P45379. IANBD-labeled TnC RTF fluorescence at EC20 calcium; 0% EC20 calcium, 100% full calcium. activation, % at 7.2 µM. 340,000 tested, 0.24% active. AID 493008;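 active = activation above the mean over all tested compounds plus 3 SD, cut at about 30% in these data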;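 note: rise in fluorescence read as greater calcium sensitivity of cardiac thin filaments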
Wnt act – Wnt/beta-catenin pathway activation | Wnt/beta-catenin reporter cell assay, activator, plate reader | activation, % at 9.35 µM | 300,000 tested, 1.2% active; in the data active = activation above about 30%, passing the limit was not always enough; inconclusive = no clear call, values can overlap the other calls;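 note: 0% = neutral control wells and 100% = positive control wells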
Rtt109 HAT inh – C. albicans Rtt109 histone acetyltransferase inhibition; inhibition, % at 34.9 µM; 330,000 tested, 0.16% active; purified Rtt109/Vps75, ThioGlo CoA-SH fluorescence, 4 h; Q5AAJ8;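 active = inhibition of at least 50% in every replicate; inconclusive = best replicate reaches 50% inhibition but some replicates fall short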
Target sequence (Q5AAJ8 whole entry, looked up): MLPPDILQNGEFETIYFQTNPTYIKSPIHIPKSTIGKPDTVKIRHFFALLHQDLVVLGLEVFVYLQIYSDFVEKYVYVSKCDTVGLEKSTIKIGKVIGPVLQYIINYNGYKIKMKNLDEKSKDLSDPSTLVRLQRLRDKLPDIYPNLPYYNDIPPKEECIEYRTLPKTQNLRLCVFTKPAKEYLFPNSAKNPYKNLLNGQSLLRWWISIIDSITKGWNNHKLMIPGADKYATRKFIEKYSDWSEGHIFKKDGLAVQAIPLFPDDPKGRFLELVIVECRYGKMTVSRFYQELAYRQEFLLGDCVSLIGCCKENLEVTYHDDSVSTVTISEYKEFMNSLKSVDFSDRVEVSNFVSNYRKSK
* hit, by the source's call; ? = inconclusive; · = not tested or not shown.

SMILES	CDK5 p35 inh	MITF act	CAL PDZ FP-1	V-ATPase pH	CAL PDZ FP-2	dFosB act	Tat transport	RTF Ca sens act	Wnt act	Rtt109 HAT inh
Cc1ccc(N=C2NC(=O)/C(=C/c3cn(C)c4ccccc34)S2)cc1C	-0.4	-2	-1	0	1.5	?	-4	69*	3	-5
Cc1cc(C(=O)N/N=C/c2cccc([N+](=O)[O-])c2)c(C)o1	1.3	·	-7	0	·	7	0	8	17	-2
COCc1cc(C)nc(N2CCOCC2)c1C#N	-0.2	-7	·	-2	-0.3	-7	-8	-4	0	5
O=C(NCCOc1ccccc1)C1Nc2ccc(OC(F)(F)F)cc2C2C=CCC12 (stereo not given)	-0.2	-4	-5	17*	1.1	-8	3	-17	-5	12
Cc1cc(C)c2nc(N3C(=O)C(O)=C(C(=O)c4ccco4)C3c3ccc(O)cc3)sc2c1 (stereo not given)	0.8	-4	17	-6	-2.9	-5	2	-4	-2	16
CCc1ccc(CNc2ccc(O)cc2)cc1	0.1	2	-1	-2	-1.0	-18	-2	1	·	3
Cc1nn(C)c(C)c1CN(C)C(=O)C1CCC(=O)N(C2CCCCCC2)C1 (stereo not given)	-1.4	2	-1	0	-1.8	-3	-4	-4	-1	23
COc1cccc(CC(=O)Nc2ccc(N3CCOCC3)c(S(=O)(=O)Nc3ccccc3OC)c2)c1	-1.7	·	-7	1	-1.9	-9	-12	-1	4	3
CCc1cc2c(CN(C)Cc3ccccc3F)cc(=O)oc2cc1O	-0.6	-18	-1	0	-2.9	-16	7	-4	-5	-1
CC1=CCC2C(=O)N(c3ccc(C)cc3)C(=O)C2C1 (stereo not given)	-5.1	7	-2	-3	-0.8	-2	29	10	·	·
CCOC(=O)c1c(NC(=O)CN2C(=O)NC3(CCC(C)CC3)C2=O)sc(C)c1-c1ccc(C)cc1 (stereo not given)	-2.3	15	-1	-1	-0.6	1	0	-2	-4	1
COc1cc(/C=N/NC(=S)NC2CC3CCC2C3)ccc1O (stereo not given)	-0.7	23	0	0	0.2	-6	1	2	17	20
Nc1nnc(CC(=O)Nc2ccccc2)s1	1.3	·	·	0	-1.5	-7	1	·	-1	-20
COc1ccc(C(=O)On2c(-c3ccc(Br)cc3)nc3ccccc3c2=O)cc1	0.5	0	1	-1	-3.7	-8	4	0	2	-3
O=C(CN1C(=O)NC2(CCCCCC2)C1=O)Nc1ccc(Cl)c([N+](=O)[O-])c1	0.1	14	-1	11	-1.2	-2	3	-3	-2	3
O=C(NNC(=O)C1COc2ccccc2O1)c1ccccc1O (stereo not given)	0.6	2	0	0	-2.4	-10	-12	3	1	4
CCCn1nnnc1NCc1ccccc1OCc1cccs1	-1.0	-7	2	1	-0.6	-8	-10	1	-2	8
CCCCN(C(=O)c1cc(CC)c(C)s1)c1c(N)n(CC(C)C)c(=O)[nH]c1=O	0.2	13	-6	-6	-0.7	0	-3	-4	-1	-3
CCN(CC)c1ccc(NC(=O)c2cnn(CC)c2)cc1	0.1	14	-1	-3	0.1	-7	-2	1	·	-5
CCOC(=O)C(C)(C)N(Cc1ccccc1C)S(=O)(=O)c1ccc(Cl)c([N+](=O)[O-])c1	0.7	-7	0	3	0.0	-3	4	-7	·	-1
Cc1nc(Cl)c2c(n1)N(CC(N)=O)C(=O)CO2	-0.4	5	-4	-3	-2.6	-5	-1	-3	-1	21
Oc1[nH]c2ccccc2c1N=Nc1ccccc1Cl	0.0	24	-10	0	-2.4	0	2	65*	-2	-6
CNC[C@@H](CC1CCCCC1)NC[C@H](CC(C)C)NCCc1cccc(C(F)(F)F)c1	0.1	-100	1	8	-6.1	-2	6	4	-26	-7
CCCCn1c(N)c(N(CC(C)C)C(=O)COC(=O)c2ccccc2NCCO)c(=O)[nH]c1=O	-0.9	-15	-1	6	-0.8	-5	2	0	3	-60
O=C(O)/C(=C\c1cccc(O)c1)c1ccc(S(=O)(=O)N2CCCC2)s1	-0.3	6	·	3	-0.7	-6	6	0	-1	-8
Cc1cccc(NC(=O)CS(=O)(=O)c2cn(C)c3ccccc23)c1C	1.8	·	1	0	-0.9	-10	3	12	-4	9
Cn1nnc2cc(C(=O)NCCC3=CCCCC3)ccc21	1.6	·	·	-2	-0.9	-7	12	7	·	9
CCCCNC(=O)Cc1cc(=O)[nH]c(=O)[nH]1	0.0	-11	10	-5	-0.1	-2	-3	3	-4	3
CSc1ccc(C2Nc3cccc4cccc(c34)N2)cc1	0.1	·	1	3	-0.3	1	-1	-2	-6	-10
Brc1ccc(-c2nnc(-c3ccco3)o2)cc1	0.3	?	-2	0	-2.7	-7	-1	2	·	-8
CCc1c(C)sc(NC(=O)c2cc(CC(C)C)on2)c1C#N	0.0	·	·	-4	-1.0	-5	3	4	1	2
Cc1nn(C(=O)c2c([N+](=O)[O-])cnn2C)c(C)c1Cl	1.0	-3	-2	-1	0.1	-2	-9	-1	-7	-8
Cc1nnc(SCC(=O)Nc2ccccc2)c2ccccc12	1.2	37	-2	-2	-2.6	2	-2	-4	-14	0
O=c1c(N2CCOCC2)nsnc1N1CCOCC1	-1.0	14	2	5	-0.9	-8	-3	0	·	0
CCNC(=O)c1ccccc1-c1nc(-c2ccccc2Cl)no1	-0.4	-4	-3	-2	-2.7	-2	-1	4	·	-5
O=C(CNC(=O)c1ccco1)N/N=C/c1cc(Br)ccc1O	1.0	·	-10	5	0.1	10	2	1	-2	-49
CN(CCNC(=O)c1cn(C)c2ccc(S(=O)(=O)N3CCCC3)cc2c1=O)CCc1ccccc1	-0.5	5	-3	-1	-1.4	-19	8	6	0	0
CCN(CC(=O)Nc1cccc(OC)c1)C(=O)c1ccncc1	-0.8	0	5	-7	-2.2	-3	-9	1	3	0
Cc1nc([N+](=O)[O-])c(Sc2nc3ccc([N+](=O)[O-])cc3[nH]2)n1Cc1ccccc1	0.4	10	-3	0	-1.1	-3	0	-5	·	2
CCCC1=C(C(=O)OCC)C(c2sccc2C)n2ncnc2N1 (stereo not given)	-3.0	·	·	0	-1.9	-6	2	9	0	-2
COc1ccc(CNC(=O)CCc2c(C)nc3ncnn3c2C)cc1	-0.8	·	-5	0	-1.4	-1	-1	-2	·	-8
CCC(=O)N/C(=N/c1nc(C)cc(C)n1)Nc1ccc(C)cc1	-2.0	-3	1	4	-1.1	3	3	9	-2	-1
O=C1COC(c2ccccc2)C2CCCCN12 (stereo not given)	2.5	-7	-6	1	-1.1	7	-3	14	-1	-1
O=C(OCC(=O)N1CCOCC1)c1cccc(F)c1	1.8	44	-2	-9	-3.6	-12	-4	-3	7	3
COc1ccc(NC(=S)NC(=O)Cc2ccccc2)cc1	0.6	32	-5	-1	-2.3	-3	-4	4	4	-4
O=C(COc1ccc(Br)cc1CNCCc1ccccc1)NCc1ccccc1	3.5	-4	-3	1	-2.2	3	3	0	5	20
COc1cccc(N2CC(C(=O)Nc3c(C(N)=O)oc4ccccc34)CC2=O)c1 (stereo not given)	-0.5	0	-1	8	-2.0	-9	-2	-3	-2	-8
CCCCCc1ccc(-c2cn(Cc3cccc(OC)c3)nn2)cc1	-3.9	6	-4	-1	-3.2	-6	-2	-2	-2	1
Cn1c(=O)c2c(nc(NNC(=O)C(F)(F)F)n2C)n(C)c1=O	0.3	11	-5	-1	0.8	-4	1	0	-3	2
CCOC(=O)c1[nH]c(C)c(C(=O)Nc2cccc(Cl)c2C)c1C	-0.1	16	-2	-2	0.7	9	-5	1	·	6
O=P(O)(CCc1ccccn1)CN1CCCCC1	-3.5	1	-5	1	-0.9	0	-5	-1	·	-3
COc1ccc(CCNc2ccc(C(CC(N)=O)NC(=O)c3cc(C)cc(C)c3)cc2[N+](=O)[O-])cc1 (stereo not given)	-0.9	11	1	1	-1.1	-6	-4	-2	1	-2
O=C1CSC(c2ccccc2)N1CCc1ccccc1 (stereo not given)	-0.5	-5	·	2	0.0	5	4	2	-2	-4
CC1CC2(C)C(=CC1=O)CCC1C2C(O)CC2(C)C1CCC2(O)C(=O)CO (stereo not given)	-1.7	-11	-1	3	0.9	-1	14	-2	-4	4
COc1cc(C)c(NC(=S)Nc2cccc(Cl)c2)cc1OC	2.1	12	-2	0	1.0	-3	-7	-13	-3	3

Arranged by SMILES length (high to low): part of the list above
SMILES	CDK5 p35 inh	MITF act	CAL PDZ FP-1	V-ATPase pH	CAL PDZ FP-2	dFosB act	Tat transport	RTF Ca sens act	Wnt act	Rtt109 HAT inh
COc1ccc(CCNc2ccc(C(CC(N)=O)NC(=O)c3cc(C)cc(C)c3)cc2[N+](=O)[O-])cc1 (stereo not given)	-0.9	11	1	1	-1.1	-6	-4	-2	1	-2
CC1CC2(C)C(=CC1=O)CCC1C2C(O)CC2(C)C1CCC2(O)C(=O)CO (stereo not given)	-1.7	-11	-1	3	0.9	-1	14	-2	-4	4
Cn1c(=O)c2c(nc(NNC(=O)C(F)(F)F)n2C)n(C)c1=O	0.3	11	-5	-1	0.8	-4	1	0	-3	2
O=C(COc1ccc(Br)cc1CNCCc1ccccc1)NCc1ccccc1	3.5	-4	-3	1	-2.2	3	3	0	5	20
COc1ccc(CNC(=O)CCc2c(C)nc3ncnn3c2C)cc1	-0.8	·	-5	0	-1.4	-1	-1	-2	·	-8
COc1cc(C)c(NC(=S)Nc2cccc(Cl)c2)cc1OC	2.1	12	-2	0	1.0	-3	-7	-13	-3	3
COc1ccc(NC(=S)NC(=O)Cc2ccccc2)cc1	0.6	32	-5	-1	-2.3	-3	-4	4	4	-4
O=C(OCC(=O)N1CCOCC1)c1cccc(F)c1	1.8	44	-2	-9	-3.6	-12	-4	-3	7	3
O=C1CSC(c2ccccc2)N1CCc1ccccc1 (stereo not given)	-0.5	-5	·	2	0.0	5	4	2	-2	-4
O=P(O)(CCc1ccccn1)CN1CCCCC1	-3.5	1	-5	1	-0.9	0	-5	-1	·	-3
O=C1COC(c2ccccc2)C2CCCCN12 (stereo not given)	2.5	-7	-6	1	-1.1	7	-3	14	-1	-1
